Screening results as filed in PubChem.
LAP4-GFP MLPCN = modulators of TOR pathway LAP4-GFP in S. cerevisiae | GFP response vs DMSO, % at 10 µM | S. cerevisiae LAP4-GFP multiplex, flow cytometry GFP, 3 h; median GFP as percent of DMSO wells | 0.34% of 320,000 active;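 active = GFP response vs DMSO above a set limit, about the screen mean plus 3 SD, cut at about 150% in these data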
procasp3 activ = activates human procaspase-3 | 0.11% of 330,000 active | activation, % at 8.5 µM | recombinant procaspase-3 D3A, Ac-DEVD-pNA absorbance 405 nm;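 active = activation above the mean of all tested compounds plus 3 SD, cut at about 21% in these data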;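 also: 0% = DMSO alone and 100% = DMSO wells spiked with extra 5 µM PC-3 D3A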
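Compound: 8.5 µM single point, 0.8% DMSO / Material: Autoprocessing-dead procaspase-3 D3A mutant enzyme / Timing: 1 h preincubation plus 2 h reaction at 25 °C / Medium: Zinc-free HEPES/NaCl buffer with 0.01% Triton X-100 at pH 7.4 / Technique: 405 nm absorbance of p-nitroaniline, reads at 0 and 120 min / Repeats: one well per compound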
RPL19A TOR yeast = modulators of TOR pathway RPL19A-GFP in S. cerevisiae | S. cerevisiae RPL19A-GFP strain, flow cytometry, 3 h; hits give low values | percent response vs DMSO, % at 10 µM | 0.3% of 330,000 active;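 active = percent response vs DMSO below 50%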;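 also: median channel GFP fluorescence of the barcoded RPL19A-GFP strain; ratio of sample median GFP to plate DMSO average so 100% = DMSO; lower means less RPL19A-GFP as with rapamycin TOR inhibition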
MEP2 TOR yeast = alters MEP2-GFP fluorescence in TOR pathway yeast screen. S. cerevisiae MEP2-GFP strain, flow cytometry GFP, 3 h; 100% = DMSO control level. GFP response vs DMSO, % at 10 µM. 0.51% of 330,000 active;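 active = GFP response versus DMSO above a set limit, roughly screen mean plus 3 SD, cut at about 180% in these data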;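 also: median GFP fluorescence of the barcode-gated MEP2-GFP cells per well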
EBNA-1 inh = blocks EBNA-1 binding to DNA | EBNA-1 DNA binding, fluorescence polarization | inhibition, % at 14.8 µM | 0.34% of 300,000 active; in the data active = inhibition above about 28%
ZTA DNA inh = blocks Epstein-Barr virus ZTA, an EBNA-1 counter-screen; 0.15% of 320,000 active; P03206; inhibition, % at 11 µM; AID 2234; ZTA-DNA binding, fluorescence polarization; in the data active = inhibition above about 33%
proCasp7 act = counter-screen for procaspase-3 activators: activators of human procaspase-7; P55210; recombinant procaspase-7, Ac-DEVD-pNA absorbance 405 nm; D23A/D198A/D206A triple mutant, cannot self-cleave; scale: DMSO 0, 5 µM enzyme 100; activation, % at 8.5 µM; 0.093% of 330,000 active;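 active = percent activation above the screen-wide mean plus 3 SD, cut at about 25% in these data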
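buffer or medium = Zinc-free HEPES/NaCl buffer, pH 7.4 | material = Procaspase-7 triple mutant (PC-7 D3A) | input = 2 µM procaspase-7 mutant as dispensed | signal = Epi-absorbance of released pNA at 405 nm, two timepoints | timing = 1 h preincubation, 2 h reaction | replicates = singlicate compound testing | evaluation = % activation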
AHR act = human AHR activation. P35869. AHR-responsive luciferase reporter cells, luminescence. activation, % at 5 µM. 2.5% of 320,000 active. AID 2796; in the data active = activation above about 47%;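 also: 0% = vehicle wells and 100% = reference agonist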
* hit, by the source's call; / = not tested or not shown. Compounds as they come; 3.8% or so of the library scored in one or more.

SMILES	procasp3 activ	ZTA DNA inh	RPL19A TOR yeast	AHR act	EBNA-1 inh	proCasp7 act	MEP2 TOR yeast	LAP4-GFP MLPCN
C[C@@]12C(=O)N(c3cccc(Cl)c3)C(=O)N1[C@@H]1c3ccccc3OC[C@@H]1[C@H]2c1ccccc1	-2	/	96	0	/	-2	100	101
Cc1ccc(C)c(N(CC(N)=O)S(C)(=O)=O)c1	4	-11	95	1	-10	6	98	91
CCCc1cc(=O)[nH]c(SCC(=O)Nc2ccc(N3CCCCC3)cc2)n1	10	/	103	7	/	-6	100	94
CCOC(=O)N1CCN(C(=O)CS(=O)Cc2nc(-c3cccc(C)c3)oc2C)CC1 (stereo not given)	0	-12	94	1	2	-8	94	100
CC(NC(=O)c1ccccc1)c1nnc(SCC(=O)Nc2nnc(C3CC3)s2)n1C (stereo not given)	3	6	101	-1	6	6	103	103
COc1ccc(S(=O)(=O)NCc2cccnc2)c2ccccc12	-7	7	104	27	-6	-9	103	93
CSc1ccccc1C(=O)N1CCc2ccccc2C1	1	20	94	-1	0	8	91	104
Cn1cc(S(=O)(=O)N2CCOCC2)cc1C(=O)Nc1ccc(Cl)cc1	4	7	97	6	10	-1	95	90
CCOc1ccccc1NC(=O)c1nc(-c2ccccc2)oc1C	-2	4	99	39	-14	13	102	96
COc1cc(C)ccc1S(=O)(=O)N1CCN(C23CC4CC(CC(C4)C2)C3)CC1	4	-3	95	-3	-5	-15	102	95
COc1ccc(NS(=O)(=O)c2cc(NC(=O)CNC(=O)c3ccc(C)s3)ccc2Cl)cc1	4	-10	107	11	-6	6	109	100
CC(=O)Nc1ccc(NC(=O)CSc2ccc3nnc(-c4cccnc4)n3n2)cc1	2	10	99	1	1	-1	101	113
O=C(c1ccc2c(c1)OCO2)N1CCN(c2ccc(C(F)(F)F)cn2)CC1	-9	-2	102	3	-3	1	117	97
O=C(Cc1ccccc1)Nc1ccc(N2CCCC2)cc1	-8	-6	97	2	4	8	96	94
CC1CCCC(NC(=O)CSc2cccc[n+]2[O-])C1C (stereo not given)	9	/	94	-1	/	1	97	95
COc1ccc(S(=O)(=O)Nc2ccc3cn[nH]c3c2)cc1C	9	9	99	9	-4	-16	103	99
COc1ccc(NC(=O)COc2cccnc2[N+](=O)[O-])cc1OC	0	9	98	5	9	6	103	99
O=C(CSc1nnc(-c2ccco2)n1CC1CCCO1)c1ccc(F)cc1 (stereo not given)	5	-9	103	0	1	-1	102	96
COc1ccc(CCNC(=O)c2cc(Cl)nc3ccccc23)cc1	6	25	104	2	1	11	95	103
CCOC(=O)c1ccc(NC(=O)CC2C(=O)N(c3ccc(F)cc3)C(=O)N2CCCOC)cc1 (stereo not given)	0	1	105	2	-9	-6	111	105

The closing three compounds of the part before are carried over, then new ones follow:
SMILES	procasp3 activ	ZTA DNA inh	RPL19A TOR yeast	AHR act	EBNA-1 inh	proCasp7 act	MEP2 TOR yeast	LAP4-GFP MLPCN
O=C(CSc1nnc(-c2ccco2)n1CC1CCCO1)c1ccc(F)cc1 (stereo not given)	5	-9	103	0	1	-1	102	96
COc1ccc(CCNC(=O)c2cc(Cl)nc3ccccc23)cc1	6	25	104	2	1	11	95	103
CCOC(=O)c1ccc(NC(=O)CC2C(=O)N(c3ccc(F)cc3)C(=O)N2CCCOC)cc1 (stereo not given)	0	1	105	2	-9	-6	111	105
CCOC(=O)CCNC(=O)CNC(=O)OCc1ccccc1	-1	1	102	-1	-3	4	120	100
CC(C)(CO)C(O)C(=O)NCCC#N (stereo not given)	3	-3	107	30	-2	-1	113	107
CC1CCN(C(=O)COC(=O)c2cccc(S(=O)(=O)N(C)c3ccccc3)c2)CC1	1	-6	102	-1	/	-6	98	102
O=C1c2ccccc2C(=O)c2c(NCc3cccnc3)cccc21	1	-8	96	33	2	8	102	96
COCCN(C(=O)c1csnn1)C(C(=O)NC1CCCC1)c1ccccc1F (stereo not given)	-7	-12	91	1	2	-9	114	97
CC(=O)c1ccc(OCc2cc(C(=O)N3CCOCC3)no2)cc1	5	-16	99	7	-3	1	98	94
O=C(Nc1ccc(N2CCOCC2)cc1)c1cc2c(s1)CCCCC2	-9	0	94	-2	-2	9	96	86
COc1ccc(NC2=CC(c3ccc(F)cc3)N(c3ccc(OC)cc3)C2=O)cc1 (stereo not given)	5	15	108	0	4	5	105	90
O=C(c1ccccc1)c1cccs1	2	-5	99	-4	3	-2	102	90
CCCNC(=O)c1ccc(N2CCC3(CC2)CC(c2ccccc2)=NO3)c(NC(=O)Cc2ccc(F)cc2)c1	3	9	94	6	7	0	95	121
O=C(NCCSc1ccccn1)c1ccc(Cl)cc1	3	2	92	16	-1	-8	99	116
CCOC(=O)c1ccc2ncc(C(=O)OCC)c(NCCN(C)C)c2c1	-2	15	97	2	4	-2	104	98
O=C(O)c1cc2c(cc1NC(=O)c1c(F)cccc1Cl)OCCCO2	-6	5	92	0	-3	3	103	86
COc1ccc(N2CCN(C(=O)C3CCCN(S(=O)(=O)c4ccc(C)cc4)C3)CC2)cc1 (stereo not given)	-6	-14	73	0	-19	3	270*	136
COc1ccc(S(=O)(=O)NCC(c2ccc3c(c2)OCO3)N2CCOCC2)cc1 (stereo not given)	-3	-11	97	1	-2	2	97	99
COc1ccc(N2CCN(Cc3nc(N)nc(Nc4ccc(C)c(Cl)c4)n3)CC2)cc1	-1	-8	98	7	-3	11	99	112
Cc1cc(N2CCN(c3ccccc3)CC2)n2nnnc2n1	11	-13	104	-4	0	4	98	101
Cc1cc(C)c(NC(=O)CNC(=O)c2ccccc2OCc2c(C)noc2C)c(C)c1	5	-9	106	-1	3	-2	108	101
CCSc1cc(C2C(C#N)=C(N)OC(C)=C2C(=O)OC)c(C)o1 (stereo not given)	2	4	104	1	-1	-3	96	96
O=C(Nc1cc([N+](=O)[O-])ccc1C(=O)NCCN1CCOCC1)c1ccccc1	2	5	103	3	-6	0	105	105
Cc1cc(C)n(-c2ncnc3ccccc23)n1	-4	-10	102	9	-9	-4	104	98
COc1cc(OC)c(NC(=O)CCc2ccccc2)cc1Cl	2	4	98	50*	3	2	99	103
COC(=O)CN(c1ccccc1C)S(C)(=O)=O	6	15	99	-4	4	3	108	101
O=C(C1CC1)N1CCC(C(O)(c2ccccc2)c2ccccc2)CC1	-3	1	95	-3	0	19	98	98
COc1ccc(NS(=O)(=O)c2cccc(C(=O)O)c2)cc1	-3	-16	97	-1	0	2	102	96
Cn1nc(C(=O)NCCc2ccc(S(N)(=O)=O)cc2)c2ccccc2c1=O	2	-10	95	-2	-5	1	100	100
CCOC(=O)C1=C(c2ccccc2)N=c2s/c(=C\c3ccc(O)cc3)c(=O)n2C1c1cccs1 (stereo not given)	-7	3	96	0	6	-5	104	97
Cc1c(NC(=O)CSc2nc3ccccc3n2C)c(=O)n(-c2ccccc2)n1C	7	-11	103	3	-4	13	112	104
CSc1nnc(-c2cccc(NC(=O)c3ccccc3)c2)n1C	11	9	105	16	4	-3	100	110
CCN(CCS(=O)(=O)c1ccc(Br)cc1)Cc1nc2ccccc2c(=O)[nH]1	-8	/	93	3	/	-5	91	92
O=c1cc(CSc2nnnn2-c2ccccc2)nc2nc[nH]n12	6	0	102	3	-2	3	102	92
Cc1ccc(S(=O)(=O)N2CCCC2C(=O)Nc2cc(C)on2)cc1 (stereo not given)	3	-16	98	-5	-14	9	100	100
O=C(NCc1ccccc1)/C(=C/c1ccccc1)NC(=O)c1ccco1	12	3	104	1	-18	5	96	84
CC1C(=O)N2CCCc3cc(NS(=O)(=O)c4ccccc4)cc1c32 (stereo not given)	10	7	92	3	-10	-4	96	88
CCCCSc1cnn(-c2ccccc2)c(=O)c1SCCCC	5	-12	104	-1	-8	6	106	99
CCOC(=O)C1=C(C)NC(=O)CC1c1cc2c(cc1[N+](=O)[O-])OCO2 (stereo not given)	4	10	97	25	6	-1	97	95
Cc1nnsc1C(=O)Nc1ccc(S(=O)(=O)N2CCCCC2C)cc1 (stereo not given)	-1	7	98	4	0	6	100	91
CCCC1CCC(C(=O)Nn2cnc3ccccc3c2=O)CC1 (stereo not given)	3	13	97	-1	4	12	96	104
Cc1nnc(SCc2nc(N)nc(Nc3ccccc3)n2)s1	3	13	93	7	9	2	97	94
Cc1occc1-c1nnc(SCC(=O)N2CCOCC2)o1	3	8	93	4	6	7	93	93

MEP2 TOR yeast, what is marked active above.
| mol | procasp3 activ | RPL19A TOR yeast | AHR act | EBNA-1 inh | MEP2 TOR yeast | LAP4-GFP MLPCN |
| --- | --- | --- | --- | --- | --- | --- |
| COc1ccc(N2CCN(C(=O)C3CCCN(S(=O)(=O)c4ccc(C)cc4)C3)CC2)cc1 (stereo not given) | -6 | 73 | 0 | -19 | 270* | 136 |

The listing continues.
SMILES	procasp3 activ	ZTA DNA inh	RPL19A TOR yeast	AHR act	EBNA-1 inh	proCasp7 act	MEP2 TOR yeast	LAP4-GFP MLPCN
O=C(CN1CCN(Cc2ccc(Cl)cc2)CC1)N/N=C/C=C/c1ccccc1[N+](=O)[O-]	7	-5	101	4	5	20	96	96
CC(C)(C)S(=O)(=O)c1cnc2c(-c3ccc(Cl)cc3)cnn2c1N	5	4	101	4	5	-8	106	101
CCN(CC(=O)NCCc1ccccc1)S(=O)(=O)c1ccc(C)cc1	1	3	101	0	-2	3	104	100
Cc1cc(C)cc(NC(=O)c2nccnc2C(=O)O)c1	5	9	97	-2	-2	7	95	98
O=C(O)CCCCCNS(=O)(=O)c1ccc(Cl)cc1	-3	-9	89	1	-5	5	94	93
Cc1cc(C)n(-c2ccc(C(=O)O)cc2[N+](=O)[O-])n1	-6	14	92	-1	4	-2	99	102
CC(C)OC(=O)CSc1nc2c(c(C3CC=CCC3)c1C#N)CCC2 (stereo not given)	7	0	92	-1	2	2	92	103
COc1ccc(COC(=O)NNC(=O)c2ccccc2Cl)cc1	-2	12	91	1	-6	3	81	76
COc1cccc2cc(C(=O)N(Cc3cccs3)CC3CCCO3)c(=O)oc12 (stereo not given)	7	9	95	2	-8	7	98	111
CCc1nc(N2CCCC2)c(C#N)c2c1CCCC2	-5	5	100	1	13	2	100	94
COc1ccc(OC)c(NC(=O)C2CCN(S(=O)(=O)c3ccc4c(c3)CC(C)N4C(C)=O)CC2)c1 (stereo not given)	0	3	101	7	-5	-1	103	102
O=C(c1ccc(S(=O)(=O)N2CCCC2)cc1)N1CCCCC1	4	3	103	-1	-4	9	108	104
Cc1occc1-c1nnc(SCC(=O)N2CCOCC2)n1Cc1ccco1	17	-9	97	5	-2	5	93	94
COc1cc(-c2cc(C(=O)NN3CCN(C)CC3)c3ccccc3n2)cc(OC)c1OC	4	5	106	0	8	1	114	105
Cc1ccc(NC(=O)COC(=O)C2CCC2)cc1S(=O)(=O)N1CCCCC1	10	-1	93	1	-10	-1	93	98
CCN(CC)CCNC(=O)c1cn(CC)c2cc(N3CCN(C)CC3)c(F)cc2c1=O	1	9	104	2	0	-6	100	99
O=C(CSc1nc2[nH]c(=O)cc(O)c2s1)Nc1ccc(Br)cc1	0	-8	92	-1	/	-9	89	88
Cc1ccccc1-n1c(SCC(=O)Nc2c(C)cccc2C)nc(O)cc1=O	-2	12	101	-2	7	-5	106	88
CC(C)(C)C(=O)Nc1ccc(Oc2ccc3c(c2)C(=O)N(c2ccc(O)cc2)C3=O)cc1	-7	-15	106	-1	9	4	105	102
COc1cccc(Cn2cnc3c([N+](=O)[O-])c(C)c(C)cc32)c1	2	-9	97	2	4	-8	100	103
